Growth percent in the NCI-60 one-dose screen (48 h, 10 µM unless noted): 100 = growth as untreated, 0 = no growth, -100 = all killed.
SF-295: SF-295 CNS cancer cells | 79,000 compounds, 5.6% hits | AID 1794758
OVCAR-8: OVCAR-8 ovarian cancer | AID 1794782 | 81,000 compounds, 4.4% hits
U251: U251 CNS tumor cells; 80,000 compounds, 5.4% hits; AID 1794753
SF-268: SF-268 CNS cancer cells. 82,000 compounds, 3.1% hits. AID 1794759
SNB-19: SNB-19 CNS cancer cells; AID 1794751; 81,000 compounds, 2.5% hits
PC-3: PC-3 prostate cancer cells | 80,000 compounds, 3.9% hits
DU-145: DU-145 prostate cancer | 81,000 compounds, 4.2% hits | AID 1794760
SF-539: SF-539 CNS cancer; 81,000 compounds, 6.8% hits
* hit, by the source's call; x = not tested or not shown; & = joins results of further samples. How the source made its calls: active means growth percent below 10; inactive means the rest.

The line under a structure holds: SF-295 | OVCAR-8 | U251 | SF-268 | SNB-19 | PC-3 | DU-145 | SF-539
1	COc1ccc2nc(NC(=O)CSc3nnc(-c4cccnc4Nc4cc(OC)c(OC)c(OC)c4)n3-c3ccccc3)sc2c1
 : 110 | 86 | 89 | 104 | 101 | x | 103 | 107
2	C/C(=C(/C)C1CC1CCNC1CCC(NC(=O)OC(C)(C)C)CC1)c1ccccc1 (stereo unspecified)
 : 78 | 82 | 61 | 85 | 91 | 64 | 85 | 63
3	CN(CCO)c1ncnc2c1ncn2C
 : 101 | 93 | 95 | 100 | 101 | 93 | 107 | 101
4	COc1ccc(/C=C/c2nc(Nc3ccc(O)cc3)c3ccccc3n2)cc1
 : 95 | 77 | 82 | 80 | 88 | 70 | 85 | 85
5	NC(=S)Nc1ccc(Cl)cc1Cl
 : 108 | 99 | 95 | 98 | 99 | 96 | 106 | 86
6	O=C(COc1cccc(/C=C2\Cc3ccc(Cl)cc3C2=O)c1)c1ccc(Cl)cc1
 : 119 | x | 96 | 115 | 99 | 96 | 120 | 103
7	O=C(Nc1ccc2oc(=O)ccc2c1)c1cc(C(F)(F)F)cc(C(F)(F)F)c1
 : 99 | 100 | 116 | 111 | 98 | 88 | 104 | 102
8	O=C(O)c1ccc(COc2ccc([N+](=O)[O-])cc2Cl)cc1
 : 101 | 98 | 100 | 91 | 107 | 99 | 95 | 127
9	Cc1cc(C)n(C(=O)c2sc(=S)n(-c3ccccc3)c2/N=C2\NC(=O)CS2)n1
 : 104 | 105 | 101 | 99 | 97 | 98 | 102 | 98
10	O=C(CSc1cc[n+](CCCCO)c2ccccc12)n1ccc2ccccc21
 : 100 | 95 | 96 | 109 | 100 | 98 | 110 | 99
11	CN1CCN(c2ccc(Nc3nc(NCCCNS(=O)(=O)c4cccc5ccccc45)c4sccc4n3)cc2)CC1
 : -72* | 5.7* | -74* | -24* | 36 | 29 | -6.7* | -92*
12	NC(N)=Nc1ccc(Oc2cccc(Nc3ccc(Cl)cc3)c2)cn1
 : -75* | 29 | -71* | 41 | 24 | -78* | -18* | 73
13	CCCCNC(C)(C)COC(=O)c1ccc(N)cc1
 : 108 | 94 | 90 | 103 | 102 | 90 | 100 | 106
14	C[C@@]1(CO)[C@H](O)CC[C@@]2(C)[C@H]1CC[C@H]1C[C@@H]3C[C@@]12CC[C@@]3(O)COC(=O)CN
 : 8.6* | x | 44 | 51 | 60 | 45 | 9.6* | -14*
15	COc1ccc(-c2ccc(SCC(=O)Nc3ccc(S(N)(=O)=O)cc3Br)nn2)cc1
 : 60 | 49 | 52 | 18 | 23 | 73 | 72 | 43
16	CCCCc1nc(Cl)c(C2C(C#N)=C(N)Oc3n[nH]c(C)c32)[nH]1 (stereo unspecified)
 : 99 | 107 | 107 | 103 | 101 | 106 | 111 | 100
17	Cc1nc(-c2ccccc2)cc2c1C(=O)N(CC(=O)N1CCOCC1)C2=O
 : 101 | 103 | 99 | 103 | 107 | 100 | 113 | 110
18	Cc1cccc(NC(=S)Nc2ccc(NCc3nc4sc5c(c4c(=O)[nH]3)CCCC5)cc2)c1
 : 106 | 99 | 99 | 95 | 102 | 91 | 108 | 100
19	COC1=CC(c2ccc[nH]2)=N/C1=C\c1[nH]c(C)c(C(=O)Oc2ccccc2)c1C
 : -75* | -14* | -17* | 15 | 21 | 18 | 9.6* | -75*
20	Nc1ccccc1NC(=O)c1ccc(NC(=O)C/C=C/c2cccnc2)cn1
 : 22 | 21 | 16 | 28 | 33 | 32 | 6.3* | 9.4*
21	Nc1ccc([N+](=O)[O-])cn1
 : 104 | 103 | 103 | 96 | 104 | 87 | 110 | 97
22	O=C(CCC1CCCCC1)OCCBr
 : 110 | 101 | 97 | 101 | 110 | 97 | 104 | 104
23	CCN(CC)CCOc1ccc(N)cc1
 : 93 | 97 | x | 101 | 95 | 98 | 111 | 106
24	CCOC(=O)N1CCN(CCCCCOc2ccc(CC(C)(C)C)cc2Cl)CC1
 : 72 | 79 | 56 | 88 | 84 | 40 | 89 | 83
25	CC(=O)N1N=C(c2cccc(OCCCCOc3cccc(C4=NN(C(C)=O)C(c5ccc(Cl)cc5)C4)c3)c2)CC1c1ccc(Cl)cc1 (stereo unspecified)
 : 80 | 94 | 84 | 86 | 87 | 63 | 96 | 94
26	O=C(O)c1ccc(-c2ccccc2)cc1
 : 91 | 103 | 97 | 111 | 101 | 72 | 107 | 101
27	COc1ccccc1C(=O)Nc1cccc(C2CC(=O)c3c(cc(OC)c(OC)c3OC)O2)c1 (stereo unspecified)
 : 96 | 82 | 97 | 87 | 88 | 81 | 91 | 89
28	[N-]=[N+]=NCCCC[C@@H]1N=C(c2ccc(Br)cc2)Nc2nc3ccccn3c2C1=O
 : 104 | 97 | 103 | 93 | 97 | 99 | 110 | 101
29	COc1ccc(/C=C/C(=O)c2cc(CC=C(C)C)c(OC)cc2OC)c(OC)c1
 : 99 | x | 87 | 92 | 101 | 68 | 101 | 105
30	O=c1cc(OCCCCSC(=S)N2CCCCC2)c2ccccc2o1
 : 84 | 86 | 88 | 93 | 95 | 80 | 94 | 97
31	O/N=C(/Cc1ccccc1)c1ccccc1
 : 119 | 96 | 100 | 110 | 102 | 98 | 112 | 101
32	CC/C(=C(/c1ccc(Cl)cc1)c1ccc(OCCN2CCCCCC2)cc1)c1ccccc1
 : 98 | 85 | 62 | 82 | 83 | 63 | 97 | 84
33	O=C(Nc1ccc([N+](=O)[O-])cc1)N1CCOCC1
 : 96 | 107 | 100 | 103 | 99 | 95 | 105 | 103
34	Cc1ccc(S(=O)(=O)Nc2ccc3ncccc3c2[N+](=O)[O-])cc1
 : 117 | 100 | 94 | 102 | 113 | 98 | 114 | 113
35	Cc1noc(N)c1C(=O)Nc1ccc(F)cc1
 : 96 | 107 | 99 | 115 | 109 | 94 | 112 | 100
36	[N-]=[N+]=NCC(=O)Nc1ccc2c(ccn2Cc2ccccc2)c1
 : 90 | 93 | 92 | 115 | 82 | 85 | 113 | 101
37	C=C(C)[C@@H]1CC[C@]2(C(=O)NC3CCCCC3)CC[C@]3(C)[C@H](CC[C@@H]4[C@@]5(C)C/C(=C/c6cccnc6)C(=O)C(C)(C)[C@@H]5CC[C@]43C)[C@@H]12
 : 97 | 91 | 86 | 80 | 88 | 46 | 99 | 99
38	COc1cc(OC)cc(C(=O)Nc2cccc(C#Cc3cccc4[nH]nc(N)c34)c2)c1
 : 28 | 31 | 22 | 33 | 57 | 32 | 29 | -64*
39	COc1ccc(C=C(C(C)=O)C(C)=O)cc1
 : 122&99 | 106&102 | 91&86 | 97&90 | 116&101 | 95&93 | 105&98 | 95&93
40	CCN1CCN(CCC(=O)Nc2cccc(-n3cc(-c4ccncc4)c(-c4ccc(Cl)c(OC)c4)n3)c2)CC1
 : 9.4* | 24 | -7.9* | 35 | 39 | 16 | 12 | -52*
41	CCNC(=O)CSc1nc2ccccc2c(=O)n1-c1ccc(S(=O)(=O)Nc2ccc(Cl)nn2)cc1
 : 106 | 104 | 106 | 109 | 106 | 100 | 118 | 107
42	Cc1nn2c(n[n+]([O-])c3ccccc32)c1C
 : 108 | 108 | 97 | 95 | 91 | 96 | 105 | 95
43	O=C(NO)c1cccnc1
 : 116 | 95 | 106 | 116 | 95 | 96 | 117 | 95
44	CCCC(O)(CCC)CC(C)(C)C
 : 95 | 100 | 93 | 103 | 103 | 99 | 105 | 93
45	N#Cc1c(=O)n(O)c2ccccc2[n+]1[O-]
 : 101 | 111 | 101 | 108 | 94 | 104 | 114 | 103
46	Nc1c(OS(=O)(=O)c2ccccc2)cccc1OS(=O)(=O)c1ccccc1
 : x | 94 | 91 | 98 | 92 | 96 | 111 | 103
47	CCCCCCCCNC(=O)C(C)O (stereo unspecified)
 : 92 | 112 | 107 | 102 | x | 99 | 111 | 95
48	Cc1cc(O)cc(O)c1
 : 118 | 125 | 140 | 105 | 96 | 96 | 135 | 105
49	CCCCNc1nnc2n(Cc3ccccc3)c(=O)c3c4c(sc3n12)CCCC4
 : 48 | 46 | 49 | 64 | 57 | 43 | 38 | 47
50	COCCNc1ccc2ncc(C#Cc3cncc(C(=O)Nc4ccc(CN5CCN(C)CC5)c(C(F)(F)F)c4)c3)n2n1
 : -14* | -5.3* | -38* | -55* | -12* | -25* | -32* | -77*
51	O=[N+]([O-])c1c(C=Nc2ccccc2)oc(-c2c(O)ccc3ccccc23)c1-c1c(O)ccc2ccccc12
 : 102 | 92 | 89 | 98 | 103 | 90 | 109 | 100
52	CC(C)c1ccc(C(C(C(=O)c2ccccc2)N2CCOCC2)N2CCOCC2)cc1 (stereo unspecified)
 : 102 | 100 | 97 | 105 | 96 | 88 | 122 | 114
53	O=C(Nc1nccs1)C(F)(F)F
 : 89 | 107 | 99 | 117 | 96 | x | 117 | 100
54	C/C(=N\NC(=O)c1sc(=S)n(-c2ccc(Cl)cc2)c1N)c1cnccn1
 : 80 | 99 | 96 | 84 | 117 | 77 | 82 | 90
55	O=C(Nc1ccc(Oc2ccc(F)cc2)c(Cl)c1)c1ccnnc1
 : 86 | 90 | 84 | 82 | 88 | 87 | 94 | 95
56	COc1ccc(/C(C)=N\O)cc1
 : 99 | 102 | 106 | 99 | 107 | 101 | 101 | 97
57	CCCCOC(=S)SSC(=S)OCCCC
 : 112 | 105 | 108 | 102 | 107 | 111 | 110 | 104
58	Fc1ccc(-n2cc(COc3ncnc4c3cnn4-c3ccccc3)nn2)cc1
 : 102 | 97 | 88 | 98 | 101 | 98 | 107 | 104
59	Cc1ccc(NC2=C(Cl)C(=O)c3nc(C)ccc3C2=O)cc1
 : 62 | -49* | 41 | 67 | 47 | 30 | -62* | -86*
60	Brc1cc(Br)c(OCC2CO2)c(Br)c1 (stereo unspecified)
 : 96 | 97 | 99 | 95 | 93 | 93 | 102 | 102

Reprinted at random: 3 compounds from above, in no set order.
The line under a structure holds: SF-295 | OVCAR-8 | U251 | SF-268 | SNB-19 | PC-3 | DU-145 | SF-539
16	CCCCc1nc(Cl)c(C2C(C#N)=C(N)Oc3n[nH]c(C)c32)[nH]1 (stereo unspecified)
 : 99 | 107 | 107 | 103 | 101 | 106 | 111 | 100
43	O=C(NO)c1cccnc1
 : 116 | 95 | 106 | 116 | 95 | 96 | 117 | 95
38	COc1cc(OC)cc(C(=O)Nc2cccc(C#Cc3cccc4[nH]nc(N)c34)c2)c1
 : 28 | 31 | 22 | 33 | 57 | 32 | 29 | -64*

More structures follow.
The line under a structure holds: SF-295 | OVCAR-8 | U251 | SF-268 | SNB-19 | PC-3 | DU-145 | SF-539
61	COC(=O)N[C@H]1CCc2cc(OC)c(OC)c(OC)c2-c2ccc(SC)c(=O)cc21
 : 7.7* | 9.3* | 13 | 16 | 31 | 22 | 1.4* | -28*
62	CN(C)c1nc(NCCNS(=O)(=O)c2ccc(C3=Nc4c(N)nc(N)nc4NC(c4ccccc4)C3)cc2)nc(N2CCOCC2)n1 (stereo unspecified)
 : 99 | 91 | 87 | 66 | 74 | 70 | 103 | 88
63	Clc1cc(Cl)c(Cl)c(-c2nc(CN3CCOCC3)cs2)c1
 : 80 | 101 | 92 | 96 | 130 | 75 | 102 | 104
64	CCc1ccc(C2CC(c3ccc(Cl)cc3)=NN2c2ccc(S(N)(=O)=O)cc2)cc1 (stereo unspecified)
 : 75 | 97 | 78 | 83 | 82 | 72 | 96 | 97
65	CCOC(=O)C(CC([N+](=O)[O-])[N+](=O)[O-])C(=O)OCC
 : 101 | 107 | 102 | 101 | 107 | 100 | x | 107
66	O=C(c1ccc2c(c1)OCO2)c1ccc[nH]1
 : x | 100 | 99 | 106 | 103 | 95 | 113 | 103
67	CC(C)=CCC/C(C)=C/C#N
 : 90 | 103 | x | 109 | 108 | 89 | 109 | 93
68	COc1cc2c(cc1OC)C(c1c(Cl)cccc1Cl)=NCC2
 : 78 | 85 | x | 94 | 85 | 42 | 104 | 86
69	N#Cc1cnn2c1NC1=C(CCc3ccccc31)C2c1ccc(Cl)cc1 (stereo unspecified)
 : 100 | 100 | 98 | 103 | 100 | 98 | 112 | 98
70	CCCOC(=O)c1ccc2c(c1)[N+](=O)C(C(=O)c1ccccc1)=C(C)[N+]2=O
 : x | 87 | x | 99 | 84 | 51 | 104 | 104
71	C=CCSc1nc2ccccc2cc1/C=C1/SC(=O)NC1=S
 : 93 | 95 | 98 | 92 | 99 | x | 108 | 90
72	Nc1ccc(S(=O)(=O)c2ccc(N)nc2)cc1
 : 124 | 114 | 104 | 101 | 98 | 105 | 121 | 103
73	COc1cc2oc3cc(=O)cc4oc(-c5ccccc5)cc(c2c2c1CCC(c1ccccc1)O2)c43 (stereo unspecified)
 : 71 | 87 | 87 | 85 | 99 | 59 | 80 | 79
74	Cc1cccc(Cc2ccccc2C(=O)c2cccc3ccccc23)c1
 : 96 | 105 | 95 | 106 | 102 | 89 | 108 | 96
75	Cc1ccc(C(C)C)c(OC(=O)Nc2ccc(Br)cc2)c1
 : 102 | 99 | 96 | 99 | 106 | 77 | 107 | 110

Single records (already shown).
COC(=O)N[C@H]1CCc2cc(OC)c(OC)c(OC)c2-c2ccc(SC)c(=O)cc21 as listed: SF-295: 7.7*; OVCAR-8: 9.3*; U251: 13; SF-268: 16; SNB-19: 31; PC-3: 22; DU-145: 1.4*; SF-539: -28*
CCCOC(=O)c1ccc2c(c1)[N+](=O)C(C(=O)c1ccccc1)=C(C)[N+]2=O as listed: SF-295: x; OVCAR-8: 87; U251: x; SF-268: 99; SNB-19: 84; PC-3: 51; DU-145: 104; SF-539: 104
Nc1ccc(S(=O)(=O)c2ccc(N)nc2)cc1 as listed: SF-295: 124; OVCAR-8: 114; U251: 104; SF-268: 101; SNB-19: 98; PC-3: 105; DU-145: 121; SF-539: 103

Screens (PubChem BioAssay)
